KCNQ1 act = human KCNQ1 channel potentiation or activation. P51787. CHO-K1 KCNQ1, thallium flux FluxOR fluorescence; active compounds read high. B-score at 10 µM. 0.35% of 310,000 active. AID 2648;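 active = fluorescence ratio B-score, a plate-corrected score, at least three library SD, with initial intensity B-score within 5 SD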
Target sequence (P51787 whole entry, looked up): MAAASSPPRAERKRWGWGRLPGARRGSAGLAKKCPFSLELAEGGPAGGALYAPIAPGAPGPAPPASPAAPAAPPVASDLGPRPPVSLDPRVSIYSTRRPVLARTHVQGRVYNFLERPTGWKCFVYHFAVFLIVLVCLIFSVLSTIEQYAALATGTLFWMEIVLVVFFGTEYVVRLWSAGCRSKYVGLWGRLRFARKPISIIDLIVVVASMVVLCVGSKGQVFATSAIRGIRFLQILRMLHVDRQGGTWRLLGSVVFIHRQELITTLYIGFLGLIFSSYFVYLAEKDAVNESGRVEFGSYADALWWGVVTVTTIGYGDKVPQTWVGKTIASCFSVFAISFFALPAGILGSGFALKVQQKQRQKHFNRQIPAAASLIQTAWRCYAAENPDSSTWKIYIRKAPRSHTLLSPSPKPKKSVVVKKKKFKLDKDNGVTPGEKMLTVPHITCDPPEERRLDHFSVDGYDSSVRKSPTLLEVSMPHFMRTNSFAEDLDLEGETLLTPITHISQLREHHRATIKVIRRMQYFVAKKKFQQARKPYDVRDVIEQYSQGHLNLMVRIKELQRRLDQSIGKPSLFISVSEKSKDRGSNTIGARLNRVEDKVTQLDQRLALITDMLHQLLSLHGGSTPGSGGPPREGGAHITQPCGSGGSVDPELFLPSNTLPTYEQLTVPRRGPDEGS
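Medium – assay buffer, equal DMSO in all wells · Material – CHO-K1 cell line with stable KCNQ1 potassium channel expression · Signal – kinetic FluxOR thallium fluorescence, 10-s 1-Hz baseline, 110-s post-stimulus read · Compound – single concentration per compound, DMSO matched to controls · Schedule – 37 °C overnight plating, 90-min dark dye load, 20-min compound pretreatment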
KCNK9 inh = inhibitors of human KCNK9 two-pore domain potassium channel; HEK293 KCNK9, FluxOR thallium flux fluorescence; active compounds read low; B-score at 10 µM; 1.2% of 310,000 active; AID 488922;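 active = ratio B-score over 3 SD below the library mean, with starting fluorescence within 5 SD of its mean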;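 also: negative B-score means less thallium flux so channel inhibition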
RGS4 block = inhibitors of human RGS4 | P49798 | HEK293 M3R/RGS4 inducible, Fluo-4 calcium flux; active compounds read high; triggered by carbachol at its EC20 | B-score at 10 µM | 0.45% of 310,000 active;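 active = B-score, a plate-corrected calcium signal, over three deviations above library mean, with baseline fluorescence within five deviations of library mean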;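 also: RGS4 expression induced by doxycycline in cells with stable M3 receptor; B-score is computed from the integrated fluorescence ratio over baseline after carbachol; higher B-score means a larger calcium signal and so more RGS4 inhibition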
hERG protect = hERG (human) protection from proarrhythmic block | activation (rescue from dofetilide block), less the hit threshold, % at 10 µM | Q12809 | 0.51% of 310,000 active | AID 1511 | CHO-hERG, FluxOR thallium flux, dofetilide IC70 present;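 active = activation above the mean of controls blocked by dofetilide plus 5 SD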;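 also: thallium influx through hERG after potassium depolarization seen as dye fluorescence rise; in these data hits start at about 4.7%; inactives centre near -7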
RGS4 act = potentiators or activators of RGS4; B-score at 10 µM; HEK293 M3R/inducible RGS4, carbachol calcium flux Fluo4; active compounds read low; 0.92% of 310,000 active;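 active = B-score of the integrated calcium signal more than 4 SD below the library mean, with starting fluorescence not abnormally high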;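 also: negative B-score means reduced calcium response which marks RGS4 activation or potentiation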
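Also added: carbachol at ECmax as muscarinic agonist stimulus; Assay system: HEK293 cells with stable M3R and inducible RGS4; Timing: overnight RGS4 induction, 30 min dye load 37 °C, 20 min compound RT; Measured by: Fluo4-AM (2 µM) calcium-flux fluorescence, kinetic read.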
HDAC3 inhib = inhibitors of human histone deacetylase 3; O15379; recombinant HDAC3, fluorogenic peptide/trypsin coupled, fluorescence; inhibition, % at 8.3 µM; 0.15% of 320,000 active; in the data active = inhibition above about 26%, passing the limit was not always enough
SKKanGAS inh = inhibitors of SKKanGAS S. pyogenes growth in kanamycin (SK-promoter or general growth effect); 1.3% of 300,000 active; inhibition, % at 7.5 µM; BacTiter-Glo, 6 h;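 active = mean replicate score, as percent of positive control median, at least 50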;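 also: strain carries kanamycin resistance gene driven by streptokinase promoter and grows in 40 µg/ml kanamycin; loss of luminescence reflects streptokinase promoter inhibition or plain growth inhibition; 0% = median of DMSO wells and 100% = positive control at its reference dose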
KCNK3 block = human KCNK3 channel inhibition, primary screen | CHO-KCNK3 thallium flux, FluxOR fluorescence; active compounds read low | B-score at 10 µM | 0.84% of 340,000 active | AID 602410;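 active = B-score under library mean minus 4 SD, starting fluorescence ratio at most library mean plus 5 SD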;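 also: more negative B-score means stronger inhibition of thallium flux through KCNK3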
Target sequence (O14649 whole entry, looked up): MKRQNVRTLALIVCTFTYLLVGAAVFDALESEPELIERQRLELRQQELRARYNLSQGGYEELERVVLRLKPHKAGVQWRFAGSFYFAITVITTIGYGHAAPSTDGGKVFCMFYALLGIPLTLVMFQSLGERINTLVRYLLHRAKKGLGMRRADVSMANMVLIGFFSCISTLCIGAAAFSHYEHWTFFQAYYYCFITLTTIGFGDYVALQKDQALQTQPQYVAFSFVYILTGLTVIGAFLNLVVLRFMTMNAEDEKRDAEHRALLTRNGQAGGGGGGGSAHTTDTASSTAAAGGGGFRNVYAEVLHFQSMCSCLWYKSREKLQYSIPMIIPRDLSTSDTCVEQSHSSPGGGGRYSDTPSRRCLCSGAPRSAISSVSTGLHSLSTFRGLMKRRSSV
KCNQ1 block = human KCNQ1 channel inhibition; 1.3% of 310,000 active; B-score at 10 µM; AID 2642; P51787; CHO-K1 KCNQ1, FluxOR thallium flux fluorescence; active compounds read high;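 active = compounds whose thallium flux B-score, printed positive for inhibition, exceeds three library SD while starting fluorescence stays within three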;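 also: channel opened by potassium depolarization with thallium stimulus after 20 min compound exposure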
ANO1 block = inhibitors of mouse TMEM16A calcium-activated chloride channel; HEK293 TMEM16A/YFP iodide influx fluorescence, ionomycin; normalized B-score (activity score, 25-100; higher = stronger inhibition) at 10 µM; 1.2% of 310,000 active;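 active = ratio plate-corrected score three or more library SD toward inhibition, starting fluorescence score within five deviations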;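 also: score derived from kinetic fluorescence span divided by baseline fluorescence per well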
ANO1 activ = activates or potentiates the mouse TMEM16A chloride channel; HEK293 TMEM16A/YFP-H148Q/I152L, iodide quench fluorescence; active compounds read low; B-score at 10 µM; 0.3% of 340,000 active;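 active = fluorescence-ratio B-score plate-corrected deviation score at least 3 library SD below zero, with starting fluorescence score within 5 deviations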;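 also: channel opened by trigger with iodide after compound preincubation; score built on the fluorescence ratio of max minus min over baseline; more negative score means more quench and so TMEM16A activation or potentiation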
* = called active by the depositor; i = inactive; · = no result given.

Every second line gives: KCNQ1 act, KCNK9 inh, RGS4 block, hERG protect, RGS4 act, HDAC3 inhib, SKKanGAS inh, KCNK3 block, KCNQ1 block, ANO1 block, ANO1 activ
> O=C(NCc1ccncc1)c1cncc(Br)c1
→ i, i, i, -19, i, 8, -14, i, i, i, i
> Cc1ccccc1C(=O)c1cccn1CC(=O)NCCCc1ccccc1
→ i, i, i, -2, i, 0, -2, i, i, i, i
> O=C(c1ccc(Cl)cc1)c1ccc(CN2C(=O)c3ccccc3C2=O)o1
→ i, i, i, -16, i, 4, 6, i, i, i, i
> CCc1sc(NC(=O)CN2CCC(C(N)=O)CC2)nc1-c1ccccc1
→ i, i, i, -13, i, 0, -4, i, i, i, i
> O=C(c1ccc(NS(=O)(=O)c2cccc3cccnc23)cc1)N1CCCCC1
→ i, i, i, -13, i, -1, -6, i, i, i, i
> CCCc1cc(C(=O)Nc2ccc(C(=O)c3ccccc3)cc2)n(C)n1
→ i, i, i, -15, i, -2, 0, -13*, i, 100*, i
> CC1C/C(=N/N2C(=O)CSC2=S)CC(C)(C)C1 (stereo not drawn)
→ i, i, i, -9, i, -3, 4, i, i, i, i
> Cc1ccc(/C=C2/SC(=S)N(CCCC(=O)Nc3cc([N+](=O)[O-])ccc3O)C2=O)cc1
→ i, i, i, -6, i, ·, 29, i, 7*, i, i
> Nc1nc(SCC(=O)NC2CCCCC2)n[nH]1
→ i, i, i, -6, i, -4, 1, i, i, i, i
> Cc1ccc(S(=O)(=O)NC(=NC(C)C)c2ccccc2)cc1
→ i, i, i, -9, i, -10, 2, i, i, i, i
> O=C(Cc1cccc2ccccc12)Nc1ccccc1Br
→ i, i, i, -2, i, 1, 8, i, i, i, i
> O=[N+]([O-])c1cccc(S(=O)(=O)Nc2ccc(-c3ccc(N4CCOCC4)nn3)cc2)c1
→ i, i, i, -12, i, -6, 7, i, i, i, i
> CCOC(=O)Cn1cnc2c(sc3nc(C)cc(C)c32)c1=O
→ i, i, i, -5, i, -6, -13, i, i, i, i
> COc1cc(CNC2CCCCCCC2)ccc1OCC(N)=O
→ i, i, i, -6, i, -1, 0, i, i, i, i
> COC(=O)Nc1nn(-c2ccc(Cl)cc2)c(=O)c(C#N)c1C
→ i, i, i, -11, i, 4, 12, i, i, i, i
> COCCn1c(=NC(=O)CCS(=O)(=O)c2ccccc2)sc2cc(F)ccc21
→ i, i, i, -10, i, -1, 27, i, i, i, i
> COc1ccc(C(C)=O)cc1COC(=O)CCNS(=O)(=O)c1ccc(C)c(C)c1
→ i, i, i, -7, i, 4, -1, i, i, i, i
> Cc1ccc(NS(=O)(=O)c2cc([N+](=O)[O-])ccc2N/N=C/c2sc(N3CCOCC3)nc2-c2ccccc2)c(C)c1
→ i, i, i, -12, i, 1, 9, i, i, i, i
> Cc1ccccc1Nc1nc(N)nc(CSc2nc3ccccc3c(=O)n2C)n1
→ i, i, i, -8, i, -3, -1, i, i, i, i
> CN1C(=O)/C(=C\c2ccccc2OCc2ccccc2)SC1=S
→ i, i, i, 0, i, -1, 2, i, i, i, i

Part of the list above in order of length of the SMILES, ascending:
Every second line gives: KCNQ1 act, KCNK9 inh, RGS4 block, hERG protect, RGS4 act, HDAC3 inhib, SKKanGAS inh, KCNK3 block, KCNQ1 block, ANO1 block, ANO1 activ
> CCCc1cc(C(=O)Nc2ccc(C(=O)c3ccccc3)cc2)n(C)n1
→ i, i, i, -15, i, -2, 0, -13*, i, 100*, i
> COCCn1c(=NC(=O)CCS(=O)(=O)c2ccccc2)sc2cc(F)ccc21
→ i, i, i, -10, i, -1, 27, i, i, i, i
> Cc1ccc(NS(=O)(=O)c2cc([N+](=O)[O-])ccc2N/N=C/c2sc(N3CCOCC3)nc2-c2ccccc2)c(C)c1
→ i, i, i, -12, i, 1, 9, i, i, i, i

New compounds follow:
Every second line gives: KCNQ1 act, KCNK9 inh, RGS4 block, hERG protect, RGS4 act, HDAC3 inhib, SKKanGAS inh, KCNK3 block, KCNQ1 block, ANO1 block, ANO1 activ
> Cc1ccc(OCC(=O)NC2CCS(=O)(=O)C2)c([N+](=O)[O-])n1 (stereo not drawn)
→ i, i, i, -15, i, 7, -5, i, i, i, i
> COc1ccc(S(=O)(=O)O/N=C2\CCCc3ccccc32)cc1
→ i, i, i, -9, i, 4, 1, i, i, i, i
> CCc1ccccc1NC(=O)Nc1cccc(F)c1
→ i, i, i, -10, i, -4, -14, i, i, i, i
> NNC(=O)CNC(c1ccccc1)c1cc(Br)ccc1N (stereo not drawn)
→ i, i, i, -6, i, -2, 12, i, i, i, i
> Cc1cccc2cc(C#N)c(NCCCn3ccnc3)nc12
→ i, i, i, -16, i, -22, -3, i, i, i, i
> CN(C)c1ccc(/C=C/C(=O)c2cccnc2)cc1
→ i, i, i, -27, i, 10, -7, i, i, i, i
> O=C(CSc1ncccc1C(=O)O)c1ccc2ccccc2c1
→ i, i, i, -12, i, 5, 6, i, i, i, i
> Cc1ccc2[nH]c3c(c2c1)CN(C(C)C)CC3
→ i, i, i, -3, i, 1, -2, i, i, i, i
> O=C(NNC(=O)C1CCC1)c1ccc(Br)cc1
→ i, i, i, -14, i, 8, -7, i, i, i, i
> Cc1ccc(NC(=O)C(C)N2C(=O)c3ccccc3S2(=O)=O)cc1Cl (stereo not drawn)
→ i, i, i, -7, i, 1, 3, i, i, i, i
> O=C(CSc1nnc2n(C3CCCCC3)c(=O)c3ccccc3n12)OC1CCCCC1
→ i, i, i, -9, i, -1, 1, i, i, i, i
> COc1cc2[nH]c(=S)n(Cc3ccccc3)c(=O)c2cc1OC
→ i, i, i, -14, i, 10, 2, i, i, i, i
> COc1ccccc1NC(=S)N(CCN1CCOCC1)Cc1ccccc1F
→ i, i, i, 3, i, 7, 0, i, i, i, i
> Cc1ccccc1-c1nnn(Cc2ccc(-c3nn[nH]n3)cc2)n1
→ i, i, i, -15, i, -2, 13, i, i, i, i
> CC1CCN(C(=O)CNS(=O)(=O)c2ccc(Br)s2)CC1
→ i, i, i, -5, i, 0, 8, i, i, i, i
> O=C(N/N=C/c1ccc[nH]1)c1cccc(Br)c1
→ i, i, i, -6, i, 5, -10, i, i, i, i
> COCCSc1ccccc1C(=O)N1CCC(Cc2ccccc2)CC1
→ i, i, i, -14, i, -4, -6, i, i, i, i
> Cc1cc(C(F)F)n2nc(C(=O)Nc3c(F)cc(F)cc3Br)nc2n1
→ i, i, i, -6, i, 4, 3, i, i, i, i
> Cc1ccc(N(C)S(=O)(=O)c2ccc3c(c2)CC(C)N3C(=O)C2CC2)cc1 (stereo not drawn)
→ i, i, i, -3, i, 7, 102*, i, i, i, i
> COC(=O)c1ccc(N=C2SCC(=O)N2C)cc1
→ i, i, i, -6, i, 1, -4, i, i, i, i

Given as a markdown table: 11 of the compounds above
| canonical_smiles | KCNQ1 act | KCNK9 inh | RGS4 block | hERG protect | RGS4 act | HDAC3 inhib | SKKanGAS inh | KCNK3 block | KCNQ1 block | ANO1 block | ANO1 activ |
| --- | --- | --- | --- | --- | --- | --- | --- | --- | --- | --- | --- |
| Cc1cccc2cc(C#N)c(NCCCn3ccnc3)nc12 | i | i | i | -16 | i | -22 | -3 | i | i | i | i |
| CN(C)c1ccc(/C=C/C(=O)c2cccnc2)cc1 | i | i | i | -27 | i | 10 | -7 | i | i | i | i |
| O=C(CSc1ncccc1C(=O)O)c1ccc2ccccc2c1 | i | i | i | -12 | i | 5 | 6 | i | i | i | i |
| Cc1ccc2[nH]c3c(c2c1)CN(C(C)C)CC3 | i | i | i | -3 | i | 1 | -2 | i | i | i | i |
| O=C(NNC(=O)C1CCC1)c1ccc(Br)cc1 | i | i | i | -14 | i | 8 | -7 | i | i | i | i |
| Cc1ccc(NC(=O)C(C)N2C(=O)c3ccccc3S2(=O)=O)cc1Cl (stereo not drawn) | i | i | i | -7 | i | 1 | 3 | i | i | i | i |
| O=C(CSc1nnc2n(C3CCCCC3)c(=O)c3ccccc3n12)OC1CCCCC1 | i | i | i | -9 | i | -1 | 1 | i | i | i | i |
| COc1cc2[nH]c(=S)n(Cc3ccccc3)c(=O)c2cc1OC | i | i | i | -14 | i | 10 | 2 | i | i | i | i |
| COc1ccccc1NC(=S)N(CCN1CCOCC1)Cc1ccccc1F | i | i | i | 3 | i | 7 | 0 | i | i | i | i |
| Cc1ccccc1-c1nnn(Cc2ccc(-c3nn[nH]n3)cc2)n1 | i | i | i | -15 | i | -2 | 13 | i | i | i | i |
| CC1CCN(C(=O)CNS(=O)(=O)c2ccc(Br)s2)CC1 | i | i | i | -5 | i | 0 | 8 | i | i | i | i |

The list goes on.
Every second line gives: KCNQ1 act, KCNK9 inh, RGS4 block, hERG protect, RGS4 act, HDAC3 inhib, SKKanGAS inh, KCNK3 block, KCNQ1 block, ANO1 block, ANO1 activ
> O=C(NCc1ccccc1Cl)C1CCC(=O)N1Cc1ccc(F)cc1 (stereo not drawn)
→ i, i, i, -1, i, 0, 0, i, i, i, i
> CC(C)(C)NC(=O)CSc1nc(N)c(NC(=O)c2ccccc2F)c(=O)[nH]1
→ i, i, i, -12, i, -1, 2, i, i, i, i
> CC(=O)N1CC(=O)N=C1SCC(=O)Nc1nc(C)c(-c2ccccc2)s1
→ i, i, i, -8, i, 26*, 4, i, i, i, i
> O=[N+]([O-])c1ccc(C2=CSC3=NCCN23)cc1
→ i, i, i, -10, i, 1, 9, i, i, i, i
> COc1ccc2[nH]c(=O)c(CN(C(=O)c3cccnc3)c3ccccc3)cc2c1
→ i, i, i, -5, i, -8, -9, i, i, i, i
> COc1ccc(C(=O)Nc2ccc(S(=O)(=O)Nc3nccnc3OC)cc2)cc1
→ i, i, i, -7, i, -3, 4, i, i, i, i
> CCOC(=O)c1cnc(-n2nc(C)cc2C)[nH]c1=O
→ i, i, i, -10, i, 3, 2, i, i, i, i
> COc1cc(CN2CCN(Cc3ccc4cc(F)ccc4n3)CC2CCO)cc(OC)c1 (stereo not drawn)
→ i, i, i, 0, i, -7, 10, i, i, i, i
> COc1cccc(OCC(=O)NNC(=O)C(=O)Nc2cccc(C)c2)c1
→ 21*, i, i, 17*, i, 4, 0, i, i, i, i
> Cc1cccc(NC(=O)COC(=O)Cc2cccc(C(F)(F)F)c2)c1C
→ i, i, i, -7, i, -5, -1, i, i, i, i

Screening data from PubChem BioAssay.
